Screens: PubChem, several laboratories
CRFBP-R2 block: CRF-BP/CRF-R2 complex antagonism; inhibition, % at 11.8 µM; HEK293 CRF-R2/CRF-BP, CRF-induced calcium fluorescence; hit rate 0.59% among 350,000; AID 588475;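 active means inhibition of the ligand-induced calcium signal above about 50% at the single tested concentration, limit read from the data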
M5 ag: agonists of human muscarinic M5 receptor (CHRM5). CHO-K1 hM5 cells, Fluo-8 calcium fluorescence; 0% DMSO wells, 100% maximal acetylcholine response. hit rate 0.19% among 360,000. activation, % at 3 µM;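 active means activation above the run's mean over test compounds plus 3 SD, cut at about 23% in these data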;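 further: signal is peak over basal fluorescence ratio across the kinetic read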
Target sequence (P08912 whole entry, looked up): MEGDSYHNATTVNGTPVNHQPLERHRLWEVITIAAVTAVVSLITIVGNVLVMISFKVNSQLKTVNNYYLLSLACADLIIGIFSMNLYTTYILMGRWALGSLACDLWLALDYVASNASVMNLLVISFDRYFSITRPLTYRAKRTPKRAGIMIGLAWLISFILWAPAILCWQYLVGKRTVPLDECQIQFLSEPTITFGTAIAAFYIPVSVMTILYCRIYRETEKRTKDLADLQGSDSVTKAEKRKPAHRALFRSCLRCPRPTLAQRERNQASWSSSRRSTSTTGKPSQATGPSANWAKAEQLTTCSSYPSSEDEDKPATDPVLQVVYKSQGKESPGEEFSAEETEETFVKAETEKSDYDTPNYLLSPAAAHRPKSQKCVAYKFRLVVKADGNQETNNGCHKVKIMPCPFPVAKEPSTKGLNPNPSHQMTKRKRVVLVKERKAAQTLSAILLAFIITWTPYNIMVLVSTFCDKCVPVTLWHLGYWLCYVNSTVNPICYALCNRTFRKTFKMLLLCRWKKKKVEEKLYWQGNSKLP
M4 PAM: positive allosteric modulators of human muscarinic M4 receptor. AID 624126. CHO-K1 hM4/Gqi5, Fluo-8 calcium fluorescence, ACh EC20; 0% = ACh EC20, 100% = maximal ACh. hit rate 0.4% among 360,000. P08173. activation, % at 3 µM;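 active means activation above its plate's cutoff, the mean activation of sample wells plus 3 SD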; further: some results filed as inactive read as strong as hits
Target sequence (P08173 whole entry, looked up): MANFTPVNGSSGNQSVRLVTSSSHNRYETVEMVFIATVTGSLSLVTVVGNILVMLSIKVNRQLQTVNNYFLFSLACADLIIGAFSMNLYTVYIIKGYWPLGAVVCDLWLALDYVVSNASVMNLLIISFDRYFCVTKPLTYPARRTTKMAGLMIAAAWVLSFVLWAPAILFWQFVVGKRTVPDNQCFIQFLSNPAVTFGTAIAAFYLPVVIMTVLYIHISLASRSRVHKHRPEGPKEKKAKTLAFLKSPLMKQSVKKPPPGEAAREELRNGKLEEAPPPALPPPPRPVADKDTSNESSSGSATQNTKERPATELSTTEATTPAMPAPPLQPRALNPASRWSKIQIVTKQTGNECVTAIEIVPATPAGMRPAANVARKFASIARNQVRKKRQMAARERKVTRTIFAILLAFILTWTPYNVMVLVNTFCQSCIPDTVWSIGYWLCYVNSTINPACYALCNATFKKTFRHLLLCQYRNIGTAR
M4 ag: agonists of human muscarinic M4 receptor (CHRM4); P08173; CHO-K1 hM4/Gqi5, Fluo-8 calcium fluorescence; vehicle 0%, full acetylcholine response 100%; activation, % at 3 µM; hit rate 0.14% among 360,000; AID 624127;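 active means activation above the run mean over all test wells plus 3 SD, cut at about 32% in these data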;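 further: peak over basal fluorescence ratio per well then scaled between controls; 0% = DMSO wells and 100% = acetylcholine at EC100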
M5 PAM: CHRM5 positive allosteric modulation; P08912; hit rate 0.3% among 360,000; CHO-K1 hM5, Fluo-8 calcium, ACh EC20 PAM; 0% = ACh EC20, 100% = ACh EC100; activation, % at 3 µM;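 active means activation above the run cutoff, the mean activation of all test compounds plus 3 SD, cut at about 18% in these data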
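Assay system – human M5 receptor in CHO-K1 cells · Read-out – % activation, ACh-normalized · Technique – Fluo-8 calcium fluorescence · Dosing – single-point, 3 µM nominal · Incubation – Fluo-8 loading 80 min at 37 °C plus 30 min room temperature · Repeats – singlicate, one well per test compound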
M4 antag: CHRM4 antagonism in calcium assay; inhibition, % at 3 µM; hit rate 0.73% among 360,000; CHO-hM4 cells, ACh EC80, Fluo-8 calcium fluorescence;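 active means inhibition above its plate's cutoff, the mean inhibition of sample wells plus 3 SD, cut at about 27% in these data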;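 further: 0% = acetylcholine EC80 with DMSO and 100% = DMSO without agonist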
CRFBP-R2 agonist: CRF-BP/CRF-R2 complex agonism. AID 588473. activation, % at 13.2 µM. hit rate 0.46% among 350,000. HEK293 CRF-R2/CRF-BP, calcium dye fluorescence (FLIPR); percent of saturating CRF peptide response;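 active means activation of at least 50%, plus an integration ratio under a set limit after plate pattern correction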;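 further: plate controls were neutral control wells without compound for no effect and CRF at EC100 for full effect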
IDE cell inh: cellular human IDE inhibition | AID 434962 | P14735 | hit rate 0.41% among 320,000 | inhibition, % at 5.59 µM | HEK cells, FAbetaB cleavage, fluorescence polarization;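 active means percent inhibition above the average of all tested compounds plus 3 SD, set per screening campaign, cut at about 16% in these data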;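 further: IDE supplied by intact live HEK cells; FP after avidin binding of uncleaved biotin substrate so inhibition keeps polarization high; 0% = DMSO wells and 100% = 60 µM reference IDE inhibitor Ii1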
CHRM5 antagonist: antagonists of human muscarinic M5 receptor (CHRM5); P08912; CHO-hM5 cells, Fluo-8 calcium fluorescence, ACh EC80; inhibition, % at 3 µM; hit rate 0.59% among 360,000; AID 624040;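 active means inhibition above a per-plate cutoff, the mean of that plate's test compounds plus 3 SD, cut at about 27% in these data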;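 further: 0% = acetylcholine EC80 with DMSO and 100% = DMSO without agonist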
Numbers without * were called inactive; · = no result given.

smiles,CRFBP-R2 block,M5 ag,M4 PAM,M4 ag,M5 PAM,M4 antag,CRFBP-R2 agonist,IDE cell inh,CHRM5 antagonist
Cc1ccc(N=N/C(=C\O)C(=O)c2ccc(Cl)cc2)cc1,-65,0,15,0,10,-8,2.4,-8,-7
COc1ccc(S(=O)(=O)N(C)c2ccc(C(=O)N3CCCC3)cc2)cc1OC,1,2,2,3,4,3,-0.8,2,4
CC(C(=O)Nc1ccccc1-c1ccccc1)N(C)Cc1nc2ccccc2c(=O)[nH]1 (configuration not stated),-8,-3,8,2,0,-7,-4.4,3,2
CCCn1c(SCC(=O)Nc2ccc(C)c(S(=O)(=O)N3CCOCC3)c2)n[nH]c1=O,-3,-1,1,0,-4,4,0.5,-7,15
OC(COc1c(F)cc(Br)cc1F)CN1CCOCC1 (configuration not stated),1,-4,0,0,-4,12,-1.0,-1,8
CC1CCCCN1C(=O)COC(=O)Cc1c[nH]c2ccccc12 (configuration not stated),-8,0,2,1,4,7,0.8,0,4
CCOC(=O)C(O)(CCC(O)(C(=O)OCC)C(=O)OCC)C(=O)OCC,-4,1,10,1,-2,-5,0.0,0,14
COc1cccc(C2c3cc4c(cc3OC(NNC(N)=O)C2C)OCO4)c1O (configuration not stated),-8,10,1,2,0,-3,2.3,·,7
COC(=O)c1cn(C(=O)/C=C/c2ccc(OC)c(OC)c2)c2ccccc12,0,-4,0,3,-6,-1,-0.9,1,9
Cc1cccc(C(=O)NCC(=O)OCC(=O)N(C)CC(=O)Nc2ccc(F)cc2)c1,3,-3,4,0,5,0,-1.3,0,-8
O=C(COc1ccc(Cl)cc1)NCc1nnc(SCC(=O)N2CCCC2)o1,-14,-2,-1,1,-2,-5,-2.3,1,-1
COCCNC(=O)CN1C(=O)NC(c2ccccc2)(c2ccccc2)C1=O,-24,-5,-2,1,2,2,1.4,2,4
COc1ccc(C2Nc3ccccc3C(=O)N2C2CCCCC2)cc1 (configuration not stated),-11,-9,-10,-1,-8,-3,-1.1,-1,5
O=C(NCc1nnc(SCC(=O)N2CCCc3ccccc32)o1)c1c(F)cccc1Cl,4,-2,-3,7,-4,-19,-6.0,2,-10
CCCCNC(=O)c1ccccc1NC(=O)CN(c1ccccc1)S(=O)(=O)N(C)C,-17,2,0,4,-11,-14,-6.8,0,4
C=CC[C@@H](CC(=O)N(CCO)Cc1ccccc1)C(=O)NC[C@@H](OC(=O)[C@@H](CC=C)Cc1ccc(F)cc1)c1ccccc1,5,-1,-9,14,-21,22,1.2,2,16
C=CCNc1nc(C(F)(F)F)nc2c1nnn2Cc1ccccc1Cl,-7,-1,-4,1,0,-7,2.2,2,-2
COc1ccc(C)cc1NC(=O)NCc1ccc(F)cc1,5,-1,10,0,0,-2,-1.4,4,-1
CCN1CCc2c(sc(NC(=O)c3ccc(S(=O)(=O)N(C)c4ccccc4)cc3)c2C(=O)NC)C1,-146,11,-1,11,-4,-11,162*,14,3
CC1CCN(C(=O)COC(=O)c2c[nH]c3ccccc23)CC1,1,5,-4,2,0,6,-1.2,·,3
CC1(C(=O)Nc2cccc(C(F)(F)F)c2)Cc2c(-c3cccc(C(F)(F)F)c3)ccnc2O1 (configuration not stated),·,1,-5,0,-6,-9,·,·,0
Cc1cc(=O)n2[nH]c(SCc3ccccc3)nc2n1,11,3,-1,0,8,-1,1.9,4,-11
COc1ccc(Cl)cc1N=Cc1c(O)cc(C)oc1=O,-15,2,-1,0,-3,1,3.4,1,2
CCSc1c(C(=O)NC)ccc2c1C(=O)c1ccccc1C2=O,2,1,2,0,1,2,-0.4,0,0
CCOC1=NC(C(=O)O)c2ccccc2/C(=C(/C)Cl)N1 (configuration not stated),5,-3,7,0,0,-9,0.9,1,-5
CCC(C)Sc1ccc([C@H]2N[C@@](C)(C(=O)OC)[C@H]3C(=O)N(CC)C(=O)[C@@H]23)cc1 (some centres not stated),1,-1,4,1,-2,-3,-0.8,4,3
CSc1ccc(CNc2ccc(C)c(C)c2)cc1,30,0,1,-1,0,-4,-0.5,9,-3
CCOC(=O)c1ccc(N2C(=O)C(O)=C(C(C)=O)C2c2ccccc2)cc1 (configuration not stated),0,8,0,-1,3,-5,-0.1,9,-6
O=C(Nc1cccc(S(=O)(=O)NC2=NCCC2)c1)c1cc(-c2ccco2)nc2ccccc12,-8,4,-16,3,0,3,1.5,-1,-1
Cn1c(=O)c2c(-c3ccccc3)n(-c3cc([N+](=O)[O-])ccc3O)cc2n(C)c1=O,15,2,3,0,5,-11,-0.9,·,2
CC(Oc1ccccc1)C(=O)OCC(=O)NC(=O)NC1CCCCC1 (configuration not stated),-16,4,2,4,-4,-4,-0.7,-2,1
CCc1cccc(C)c1NC(=O)c1ccc2nc(N3CCOCC3)sc2c1,14,2,-2,1,-5,-5,-0.2,4,1
COc1ccccc1/C=N/n1c(C)nnc1-n1nc(C)cc1C,8,2,10,3,1,-1,0.1,3,-6
N#Cc1ccc(CSc2nnc(-c3ccncc3)n2CCc2ccccc2)cc1,21,2,0,4,-4,-3,-3.7,4,2
O=C(COC(=O)Cc1ccc(S(=O)(=O)N2CCOCC2)s1)Nc1ccc(F)cc1F,6,2,2,4,0,4,0.0,-6,-2
CCCCc1nnc(NC(=O)CCS(=O)(=O)c2ccc(C)cc2)s1,2,1,0,1,2,11,-0.2,4,9
Cc1cccn2c(=O)nc(SCC(=O)NC3CCCC3)nc12,-3,1,13,1,-2,1,1.8,6,8
Cc1cccc(C)c1NC(=S)NNc1ncc(C(F)(F)F)cc1Cl,-6,0,1,1,4,-1,1.5,-2,-3
CC1CN(S(=O)(=O)c2cccc(C(=O)OCC(=O)c3cccs3)c2)CC(C)O1 (configuration not stated),7,-3,12,1,-1,6,-0.3,1,-2
COc1ccc(-c2nc3ccccc3c(=O)n2CCOc2cc(C)ccc2C)cc1,-15,-5,6,0,-1,-20,13,2,-3
Cc1nc2ccccc2c2c1C(=O)N(C1CCCCCCC1)C2=O,-6,3,6,0,5,14,0.7,0,-5
COc1cccc(C(=O)OCC(=O)NC(C)CCc2ccccc2)c1O (configuration not stated),9,-1,-2,1,5,-5,-2.7,-1,4
COc1ccccc1CC(=O)O/N=C(\N)c1cccc([N+](=O)[O-])c1,28,-4,-6,0,-9,-7,-1.1,5,-4
CC1(C)Cc2c(c(=S)nc(-c3ccccc3)n2Cc2cccnc2)CO1,-6,1,-5,14,2,1,2.8,0,6
CCOC(=O)C(C)Sc1nc(N2CCOCC2)c2c(c1C#N)CC(C)(C)OC2 (configuration not stated),8,-2,0,3,-8,-6,1.0,8,14
CCOC(=O)N1CCN(C(=O)c2ccccc2CCc2ccccc2)CC1,13,0,0,2,-6,-1,-0.4,2,4
CCOC(=O)Cc1nnc(Nc2ccc(C)cc2C)c2ccccc12,-12,-8,7,0,2,-2,-0.4,-8,-1
O=C(Cn1nnc2ccccc2c1=O)Nc1cc(C(F)(F)F)ccc1N1CCOCC1,-13,-1,-6,4,6,-14,-1.8,7,-2
Cc1cc(NCc2ccccc2Cl)n2nnnc2n1,-11,-9,6,1,-3,-15,0.8,-5,-8
O=C(O)CCC(=O)NCC1OCCc2ccccc21 (configuration not stated),23,3,5,2,2,2,0.3,-2,1

Other records follow:
smiles,CRFBP-R2 block,M5 ag,M4 PAM,M4 ag,M5 PAM,M4 antag,CRFBP-R2 agonist,IDE cell inh,CHRM5 antagonist
CCCc1nnc(NC(=O)CS(=O)(=O)c2ccccc2)s1,-7,-1,4,2,1,-4,-0.8,4,6
Cc1cccc(C(=O)NCCNC(=O)c2cnccn2)c1,-6,-2,-3,1,1,-1,0.2,1,7
O=C(Nc1ccccc1N1CCOCC1)[C@@H]1O[C@H](CO)[C@H](O)[C@H](O)[C@H]1O,·,1,3,0,-2,2,·,·,7
Cc1ccc(C)c(NS(=O)(=O)c2ccc3c(c2)Cc2cc(S(=O)(=O)Nc4cc(C)ccc4C)ccc2-3)c1,1,1,-4,1,-2,-8,0.9,0,-6
C#CCOCCOCCOCCNc1nc(N2CCN(C(=O)Cn3cc(CCCN=C(N)N)nn3)CC2)nc(N2CCN(C(=O)[C@H](CCCCN)n3cc(CC(C)O)nn3)CC2)n1 (some centres not stated),-3,0,4,-1,-7,-1,-1.0,3,10
Cc1ccc(/C=C2/SC(=Nc3ccc(F)cc3)NC2=O)s1,-4,-4,7,3,1,-5,2.0,-3,6
Nc1nc(NCC(=O)O)nc(N2CCCCCC2)c1[N+](=O)[O-],-12,-2,-1,0,-3,-12,0.1,-3,11
COC(=O)c1nc(NC(=O)c2ccc(Br)cc2)n[nH]1,-39,-1,15,2,1,-2,0.4,-7,4
Cn1c(SCC(=O)NC(=O)Nc2ccccc2)nnc1-c1ccncc1,-2,0,-5,0,7,-8,-1.6,11,-4
COc1cc(C=O)ccc1OCc1ccccc1Br,1,-6,8,-3,-1,-3,-1.5,9,-3

Some of the entries above in a different format:
smiles: CC1CCCCN1C(=O)COC(=O)Cc1c[nH]c2ccccc12 (configuration not stated)
  CRFBP-R2 block = -8
  M5 ag = 0
  M4 PAM = 2
  M4 ag = 1
  M5 PAM = 4
  M4 antag = 7
  CRFBP-R2 agonist = 0.8
  IDE cell inh = 0
  CHRM5 antagonist = 4
smiles: CCOC(=O)N1CCN(C(=O)c2ccccc2CCc2ccccc2)CC1
  CRFBP-R2 block = 13
  M5 ag = 0
  M4 PAM = 0
  M4 ag = 2
  M5 PAM = -6
  M4 antag = -1
  CRFBP-R2 agonist = -0.4
  IDE cell inh = 2
  CHRM5 antagonist = 4
smiles: CCOC(=O)c1ccc(N2C(=O)C(O)=C(C(C)=O)C2c2ccccc2)cc1 (configuration not stated)
  CRFBP-R2 block = 0
  M5 ag = 8
  M4 PAM = 0
  M4 ag = -1
  M5 PAM = 3
  M4 antag = -5
  CRFBP-R2 agonist = -0.1
  IDE cell inh = 9
  CHRM5 antagonist = -6

Other records.
smiles,CRFBP-R2 block,M5 ag,M4 PAM,M4 ag,M5 PAM,M4 antag,CRFBP-R2 agonist,IDE cell inh,CHRM5 antagonist
COc1cc(CN2CCCCCC2)c([N+](=O)[O-])cc1OC,3,3,1,1,-5,1,-0.5,1,-6
COc1ccc(NC(=O)CN(C)S(=O)(=O)c2ccc3c(c2)CCC(=O)N3)c(OC)c1,11,1,3,2,-1,-15,-0.4,-1,-4
COc1ccccc1CNC(=O)CCS(=O)(=O)c1ccc2c(c1)CC(C)N2C(=O)C1CC1 (configuration not stated),5,-3,0,1,1,-1,-0.5,3,-14
O=C(OCC(=O)N1CCN(C(=O)c2ccco2)CC1)c1cccc(O)c1,5,0,0,1,3,-2,-0.8,2,6
Cc1cccc(C(=O)N(Cc2nc3ccccc3c(=O)[nH]2)C2CCCC2)c1,-25,-1,-3,0,-1,6,1.7,7,1
O=C1CSC(c2ccccc2)N1CCc1ccccc1 (configuration not stated),8,-8,-1,-1,9,-6,0.7,2,0
Cc1cc(Cl)ccc1OCC(=O)NNC(=O)c1ccco1,12,-5,2,1,-3,-4,-1.3,-2,15
CCCc1cc(C(=O)Nc2cccc(C(C)=O)c2)no1,-1,2,-8,8,-7,-4,-0.8,1,4
Oc1ccc(Cl)cc1C(C#Cc1ccccc1)N1CCOCC1 (configuration not stated),-7,-4,7,-1,-1,2,-0.9,-1,1
O=C(Nc1ccc(OC(F)(F)F)cc1)c1ccc2ccccc2n1,-21,2,-1,1,-1,6,-0.1,-1,-4
Cc1cc(N2CCOCC2)n2cc(-c3ccccc3)nc2n1,-4,3,-1,0,-2,-9,0.0,3,6

An unsorted share of the library; about 2.9% have a hit in one of these screens.
